# Source: PubChem (The Scripps Research Institute Molecular Screening Center)
# TEAD-YAP block – TEAD-YAP interaction inhibition. HEK-TIYL cells, TEAD-Gal4/YAP UAS-luciferase luminescence. inhibition, % at 9.12 µM. actives 1.4% (n = 640,000); in the data active means inhibition above about 32%;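 further: 0% = median of test compound wells and 100% = reference inhibitor wells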
# MITF inh – human MITF inhibition, primary screen | O75030 | actives 0.91% (n = 650,000) | inhibition, % at 2.6 µM | AlphaScreen MITF homodimerization, bead proximity signal | AID 1259374; in the data active means inhibition above about 50%;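 further: 0% = vehicle wells with protein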
# Target sequence (O75030 whole entry, looked up): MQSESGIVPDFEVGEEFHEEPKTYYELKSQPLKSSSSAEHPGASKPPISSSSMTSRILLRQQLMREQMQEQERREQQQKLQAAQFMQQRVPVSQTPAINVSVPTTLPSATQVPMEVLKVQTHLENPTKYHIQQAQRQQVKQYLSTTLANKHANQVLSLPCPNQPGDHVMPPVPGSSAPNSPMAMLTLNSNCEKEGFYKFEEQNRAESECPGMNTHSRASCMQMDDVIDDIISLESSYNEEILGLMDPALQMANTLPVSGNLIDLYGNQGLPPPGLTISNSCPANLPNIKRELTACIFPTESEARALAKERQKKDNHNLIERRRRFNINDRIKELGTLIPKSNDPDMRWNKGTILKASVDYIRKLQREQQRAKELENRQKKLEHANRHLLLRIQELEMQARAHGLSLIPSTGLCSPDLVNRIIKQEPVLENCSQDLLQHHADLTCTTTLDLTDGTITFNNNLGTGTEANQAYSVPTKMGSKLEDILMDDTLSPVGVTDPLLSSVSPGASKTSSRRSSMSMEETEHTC
# GPR151 activ – activators of human GPR151 | PathHunter beta-arrestin GPR151 cells, luminescence | activation, % at 11.2 µM | actives 1% (n = 650,000); in the data active means activation above about 4.9%;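 further: 0% = median of compound wells and 100% = cells with positive control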
# Target sequence (Q8TDV0 whole entry, looked up): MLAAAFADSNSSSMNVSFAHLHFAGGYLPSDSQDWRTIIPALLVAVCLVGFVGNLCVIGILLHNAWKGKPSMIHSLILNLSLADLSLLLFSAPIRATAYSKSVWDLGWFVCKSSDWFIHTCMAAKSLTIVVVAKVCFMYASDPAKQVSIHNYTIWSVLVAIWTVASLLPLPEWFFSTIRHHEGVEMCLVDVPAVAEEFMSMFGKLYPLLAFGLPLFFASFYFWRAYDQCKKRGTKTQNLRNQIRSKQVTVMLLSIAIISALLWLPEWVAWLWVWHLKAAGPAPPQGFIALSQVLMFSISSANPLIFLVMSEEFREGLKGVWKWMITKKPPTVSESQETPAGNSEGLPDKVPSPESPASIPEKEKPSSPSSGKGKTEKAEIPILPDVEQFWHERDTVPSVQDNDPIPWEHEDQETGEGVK
# FBW7 activator – activators of human E3 ligase FBW7 | AlphaScreen FBW7–phospho-cyclin E peptide binding, activator screen | normalized activity (activation), % at 26.1 µM | actives 0.13% (n = 650,000); in the data active means normalized activity above about 1.9%;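 further: purified mutant Fbw7 with reduced substrate affinity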
# Starred values were filed as active, the others as inactive.
SMILES,TEAD-YAP block,MITF inh,GPR151 activ,FBW7 activator
COc1ccc2occ(C(=O)c3coc4ccc(O)c(CN(C)C)c34)c2c1,15,15,-0.7,0.2
COc1cc(Nc2ccc(NC(=O)c3cccc(F)c3)cc2)nc(C)n1,15,57*,1.1,-0.1
C=CCN(CC=C)c1nncc(-c2ccc(Cl)cc2)n1,8,6,-0.6,0.2
COc1cc(/C=N/NC(=O)C(=O)Nc2c(C)cccc2C)cc(OC)c1OC,4,2,1.0,0.0
CCOC(=O)c1c(NC(=O)C(C)Sc2nnc(CNC(=O)c3cc(OC)cc(OC)c3)n2C2CCCCC2)sc2c1CCC2 (configuration not stated),5,2,0.7,-0.1
O=C(Nc1ccccc1)c1cc(S(=O)(=O)Nc2ccccn2)c(Cl)cc1Cl,5,3,-0.8,-0.3
COc1cc(CNc2nnnn2C)ccc1OCc1c(Cl)cccc1Cl,-4,-14,0.0,-0.1
CCC(C(=O)Nc1ccc(NC(C)=O)cc1)n1c2ccccc2c2nc(=O)cc(C)n21 (configuration not stated),2,2,1.0,0.1
COC(c1ccc2c(c1)CN(C(=O)Cn1cnnn1)CCO2)C1CCCCC1 (configuration not stated),12,19,1.4,-0.1
COCCn1c(C)cc(C(=O)CSc2ccc(Cl)cc2)c1C,88*,-9,-2.7,-0.4
Cc1nc2ccccc2n1CCOc1ccc(F)cc1,-6,8,0.8,0.0
CCC(CCC(=O)Nc1nccs1)C(=O)O (configuration not stated),6,6,1.5,0.0
Nc1nc(Cl)cc(NCCO)n1,6,-9,-0.7,-0.2
Cc1cc(NC(=O)CN2CCNC(=O)C2)ccc1Br,6,2,-0.7,0.0
Cc1ccc(C)c(N2C(=O)/C(=C/c3ccc([N+](=O)[O-])cc3)C=C2c2ccccc2)c1,-5,18,-0.3,1.1
CN1C[C@@H]2C[C@@H](c3ccc(F)cc3Cl)N3CCC[C@@]23C1=O,0,-3,-0.2,-0.1
COc1ccc(S(=O)(=O)N(C)CC(=O)Nc2ccc(C)c(Cl)c2)cc1,-8,-7,-1.4,0.2
COc1ccccc1CC(=O)NNS(=O)(=O)c1cccc([N+](=O)[O-])c1,-2,3,-0.9,-0.2
O=C(CSc1ccc(-c2ccc3c(c2)OCCO3)nn1)N1CCc2ccccc21,5,12,1.9,0.0
O=C(CN1C(=O)NC(Cc2ccccc2)(Cc2ccccc2)C1=O)NC1CCCC1,-2,15,1.5,-0.1
COC(=O)Nc1cccc(S(=O)(=O)N2CCOCC2)c1,-2,7,2.1,0.0
O=C(NCCCN1CCOCC1)c1ccc2c(c1)N(Cc1ccc(F)cc1)C(=O)CS2,0,4,2.1,0.1
O=C(NCCn1cc(SCC(=O)N2CCOCC2)c2ccccc21)c1cccs1,3,-14,-0.5,-0.1
COc1ccc(C(=O)CSc2ncnc3c2nnn3-c2ccc(OC)cc2)cc1,4,-5,-0.5,-0.1
O=C(N1CCCCCC1)C1(S(=O)(=O)c2ccc(Cl)cc2)CC1,11,62*,1.0,0.0

# In the list so far, 5 have an aryl thioether with sulfur outside any ring:
SMILES,TEAD-YAP block,MITF inh,GPR151 activ,FBW7 activator
CCOC(=O)c1c(NC(=O)C(C)Sc2nnc(CNC(=O)c3cc(OC)cc(OC)c3)n2C2CCCCC2)sc2c1CCC2 (configuration not stated),5,2,0.7,-0.1
COCCn1c(C)cc(C(=O)CSc2ccc(Cl)cc2)c1C,88*,-9,-2.7,-0.4
O=C(CSc1ccc(-c2ccc3c(c2)OCCO3)nn1)N1CCc2ccccc21,5,12,1.9,0.0
O=C(NCCn1cc(SCC(=O)N2CCOCC2)c2ccccc21)c1cccs1,3,-14,-0.5,-0.1
COc1ccc(C(=O)CSc2ncnc3c2nnn3-c2ccc(OC)cc2)cc1,4,-5,-0.5,-0.1

# Further results follow:
SMILES,TEAD-YAP block,MITF inh,GPR151 activ,FBW7 activator
Cc1cc(O)c(C=Nc2ccc(N(C)C)cc2)c(=O)o1,9,45,-0.5,0.1
COc1ccc(Nc2nc(C)c([N+](=O)[O-])c(Nc3ccc(OC)cc3)n2)cc1,6,-24,0.1,0.0
CCOC(=O)c1cnc2cc(C(F)(F)F)ccc2c1N1CC(C)CC(C)C1 (configuration not stated),-20,1,0.2,0.1
CN(Cc1nc(-c2cccnc2)no1)C(=O)CC1C(=O)NCCN1CC1CCCCC1 (configuration not stated),-12,-3,0.2,0.0
Cc1[nH]ncc1-c1cc2c(cc1F)nc(C1COc3ccc(Cl)cc3C1)n2CCCN(C)C (configuration not stated),-5,-2,1.4,-0.2
O=C(NC(Cc1c[nH]c2ccccc12)C(=O)O)C(NC(=O)c1ccccc1)=C1CCCCC1 (configuration not stated),-14,-1,1.5,0.0
C=CCn1c(SCC(=O)Nc2sc3c(c2C(=O)OCC)CCCCC3)nc2sc3c(c2c1=O)CCC3,1,2,2.7,0.0
Fc1ccc(Nc2nc(NCC3CCCO3)nc3[nH]ncc23)cc1 (configuration not stated),7,10,1.7,0.1
S=C(NCc1cccnc1)NCc1cccnc1,10,1,-0.4,0.8
Cc1cc(/C=C2/C(=N)N3C=CSC3=NC2=O)c(C)n1-c1cccc(C(F)(F)F)c1,-10,-5,-0.8,-0.1
O=C(CN(Cc1ccc(Cl)cc1)S(=O)(=O)c1cccnc1)NC1CCCC1,11,20,-0.5,1.4
COc1ccc(S(=O)(=O)NCCc2sc(-c3ccccc3)nc2C)cc1C,4,15,2.1,0.3
O=C(O)CC1(CC(=O)NCc2ccoc2)CCCCC1,-7,7,0.2,0.1
CC1CCN(C(=O)c2cc(-c3ccc(F)cc3)on2)CC1,-54,10,-1.5,0.1
CC(=O)C(C)Sc1nc2sc3c(c2c(=O)n1-c1ccccc1)CCCC3 (configuration not stated),4,10,0.3,-0.1
CCOc1ccccc1CNn1c(-c2cc(OC)c(OC)c(OC)c2)nc2ccccc2c1=O,-1,-1,0.1,0.1
O=C(COc1ccccc1)NNc1nc2ccccc2s1,14,-7,-2.2,0.0
Cc1ccc(CN2CCNC(=O)C2CC(=O)NCCCn2ccnc2C)o1 (configuration not stated),-10,11,-1.1,-0.1
CCOc1cc(/C=C2\C(=O)N(c3cccc(C(=O)O)c3)N=C2C)cc(Br)c1O,9,-19,0.2,0.1
COc1ccc(N2CCN(S(=O)(=O)c3cc(Br)cnc3N)CC2)cc1,-3,12,1.3,0.3
O=C1C(=O)N(c2cccnc2)C(c2ccc3c(c2)OCO3)/C1=C(\O)c1ccccc1 (configuration not stated),-9,8,0.5,0.1
CCOc1cc(C#N)c(NC(=O)c2ccc(Cn3nc([N+](=O)[O-])cc3C)cc2)cc1OCC,9,2,1.4,-0.1
CC1CCc2sc3ncnc(N4CCN(CCO)CC4)c3c2C1 (configuration not stated),-28,-6,1.0,0.1
O=C(Nc1ccc(Cl)cc1Cl)c1cccnc1Oc1ccc(F)cc1,-13,-6,0.1,-0.1
NC(=O)C1CCN(C(=O)CN2N=C(c3ccccc3)Cn3c(cc4sccc43)C2=O)CC1,9,2,-0.3,-0.1
SMILES,TEAD-YAP block,MITF inh,GPR151 activ,FBW7 activator
CCOc1ccc(N(CC(=O)Nc2ccc(OC)c(OC)c2)S(=O)(=O)c2ccc(Cl)cc2)cc1,0,26,-0.2,0.1
Cc1ccccc1-n1nc2c(c1NC(=O)COc1ccc3ccccc3c1)CS(=O)C2 (configuration not stated),2,7,0.3,-0.1
CCOC(=O)c1ccccc1NS(=O)(=O)c1ccc(NC(C)=O)cc1,12,-6,-0.1,-0.1
COc1nc(NCc2ccco2)nc(Nc2ccccc2F)n1,-75,12,-0.4,0.1
Cc1ccc2c(c1)C1(OCCO1)C(=O)N2S(=O)(=O)c1ccc(F)cc1,-1,-1,1.5,0.3
Cc1nn(C)c(C)c1S(=O)(=O)N1CCC(c2[nH]ncc2-c2ccccc2)CC1,4,-5,0.5,0.1
Cc1ccc(C(=O)c2nocc2C(=O)c2cccs2)cc1,2,1,6.1*,-0.1
CC1=NN(c2ccc(C)cc2)C(=O)/C1=C\c1c(O)n(-c2ccccc2)c(=O)[nH]c1=O,-1,8,1.2,0.2
CCc1ccccc1N(CC(=O)Nc1ccccc1F)S(C)(=O)=O,-1,17,0.4,0.3
COc1ccc(Cl)cc1NC(=O)CSc1nc(=O)n(Cc2ccncc2)c2c1CCCC2,0,6,-0.7,0.3
CCOC(=O)c1ccc(N2C(=O)C(O)=C(C(C)=O)C2c2ccc(O)c(OCC)c2)cc1 (configuration not stated),-3,-9,-0.8,-0.4
S=C(NCc1ccc2c(c1)OCO2)NC1CCCCC1,6,1,1.1,-0.1
CC1=C(C(=O)OCC(C)C)C(c2cccc(F)c2)C2=C(CC(c3ccc(Cl)cc3)CC2=O)N1 (configuration not stated),14,-1,0.3,0.1
Fc1ccc(C2=NN(c3cccc(C(F)(F)F)c3)C(c3cccs3)C2)cc1 (configuration not stated),-3,-9,-1.5,0.1
CCOC(=O)c1c(NC(=O)c2cccc([N+](=O)[O-])c2)sc(C)c1-c1ccccc1,17,6,0.6,-0.1
COc1ccc(N(CC(=O)Nc2cccc(C)c2C)S(C)(=O)=O)c(OC)c1,-5,-7,-0.1,0.0
COc1ccc(NC(=O)CN2CCN(c3ncnc4c3nnn4C)CC2)cc1,7,17,-1.0,1.2
O=C(O)c1cc(-c2cccc(O)c2)on1,-13,10,-0.7,-0.2
Cc1cc(NCCN(C(C)C)C(C)C)nc(N2CCC(N3CCOCC3)CC2)n1,-2,6,1.1,0.4
COCCCNC(=O)CC1C(=O)NCCN1Cc1c(F)cccc1Cl (configuration not stated),5,-5,2.8,-0.1
CCc1ccc(OCC(=O)Nc2ncc(S(=O)(=O)c3ccc([N+](=O)[O-])cc3)s2)cc1,3,21,-1.4,0.1
COc1ccc(Nc2nc(N/N=C/c3cccc([N+](=O)[O-])c3)nc(C)c2[N+](=O)[O-])cc1,0,-7,-1.6,-0.2
Clc1ccc(Cl)c(Nc2ncnc3ccccc23)c1,-6,-5,2.1,0.3
COC(=O)CN(c1ccc(C)cc1)S(=O)(=O)c1ccccc1,9,11,0.4,0.2
COc1ccc(C2NC(=O)C(=O)/C2=C(/O)c2ccccc2)c(OC)c1 (configuration not stated),-2,3,1.8,-0.1

# Structural class, those above containing an NH in an aromatic ring (five)
SMILES,TEAD-YAP block,MITF inh,GPR151 activ,FBW7 activator
Cc1[nH]ncc1-c1cc2c(cc1F)nc(C1COc3ccc(Cl)cc3C1)n2CCCN(C)C (configuration not stated),-5,-2,1.4,-0.2
O=C(NC(Cc1c[nH]c2ccccc12)C(=O)O)C(NC(=O)c1ccccc1)=C1CCCCC1 (configuration not stated),-14,-1,1.5,0.0
Fc1ccc(Nc2nc(NCC3CCCO3)nc3[nH]ncc23)cc1 (configuration not stated),7,10,1.7,0.1
Cc1nn(C)c(C)c1S(=O)(=O)N1CCC(c2[nH]ncc2-c2ccccc2)CC1,4,-5,0.5,0.1
CC1=NN(c2ccc(C)cc2)C(=O)/C1=C\c1c(O)n(-c2ccccc2)c(=O)[nH]c1=O,-1,8,1.2,0.2

# Next results:
SMILES,TEAD-YAP block,MITF inh,GPR151 activ,FBW7 activator
COc1ccccc1C(=O)O/N=C1/CCCc2c1ccc(OC)c2[N+](=O)[O-],8,-13,-0.8,0.0
CN1CCN(Cc2cnn(-c3cccc(Cl)c3)c2)CC1CCO (configuration not stated),-6,-10,-0.8,-0.2
CCOc1cc(/C=C/c2[nH]c(=O)[nH]c(=O)c2[N+](=O)[O-])ccc1O,1,3,6.5*,-0.4
Cn1c(Nc2ncc(C(=O)NCc3nc4ccccc4[nH]3)s2)nc2ccccc21,3,14,-0.1,-0.2
CCCC(=O)NCCc1cc2ccc(OC)cc2[nH]c1=O,-1,16,-0.7,0.3
O=C(Cc1ccccc1)Nn1c(-c2ccc(F)cc2)nc2ccccc2c1=O,0,3,0.6,0.1
COCCCNC(=O)c1cc2c(n(-c3ccc(Cl)cc3)c1=O)CCCC2=O,-5,-15,0.1,0.1
COC(=O)c1cc([N+](=O)[O-])ccc1N1CCN(Cc2ccccc2)CC1,10,18,0.4,-0.1
O=C(O)/C(=C\c1ccc(Cl)cc1)NC(=O)c1ccccc1,5,15,-0.4,0.2
COc1ccc(-c2nc(C)cc(N)n2)cn1,-6,5,-1.2,0.0
Cc1ccc(NC(=S)NC(C)(C)C)cc1,-2,9,-0.4,0.3
CC(C)(C)C(=O)N(Cc1ccc(Cl)cc1)c1cnccn1,6,7,-0.1,0.3
O=C(COc1ccc(S(=O)(=O)N2CCCC2)cc1Cl)N1CCOCC1,1,-2,0.5,0.0
Nc1ccc2nc3c(=O)n(C4CCCCCC4)c(=O)[nH]c3nc2c1,-21,-14,-1.3,-0.3
CCOc1ccc(-c2nnc3ccc(SC(CC)C(=O)O)nn23)cc1 (configuration not stated),10,20,-0.8,0.9
COc1ccc(-n2nc3c(c2NC(=O)CC2CCCCC2)CS(=O)C3)cc1 (configuration not stated),7,0,0.5,-0.1
O=C(c1ccc(Cl)cc1[N+](=O)[O-])N1CCc2ccccc2C1,-2,5,0.8,-0.4
Cc1c(NC(=S)NC(=O)c2cccc(Cl)c2)c(=O)n(-c2ccccc2)n1C,13,15,0.9,0.5
Nc1cc(N)nc(SCc2ccc(F)cc2Cl)n1,-10,6,1.9,0.0
COc1ccc(Cn2cnc([N+](=O)[O-])c2)cc1,7,10,1.7,0.1
Cc1c(Cl)cccc1NC(=O)CSc1nnc(C)c(=O)[nH]1,21,5,0.4,0.0
O=C(Cn1c(=O)oc2cc(S(=O)(=O)N3CCCC3)ccc21)Nc1ccc(F)cc1F,2,-1,1.9,-0.1
Nn1c(SCCc2ccccc2)nc2ccccc2c1=O,8,19,3.3,0.4
c1ccc2c(CSc3n[nH]c(-c4ccncc4)n3)cccc2c1,6,7,-0.4,0.0
CC(=O)c1c(C)[nH]c(C(=O)N2CCN(c3ncccn3)CC2)c1C,4,-3,2.8,-0.1
CCCN(CCC)c1nc2ccccc2n2c(C)nnc12,8,-2,0.2,-0.2

# An unsorted share of the library (roughly 3.4% active in at least one column).
